Peg3 promoter = Peg3 promoter-driven luciferase inhibitors, primary screen, cell-based, HeLa, luciferase luminescence | HeLa PEG-Prom luciferase reporter, overnight | inhibition, % at 20 µM | 1.7% of 360,000 active;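 active = inhibition of at least 50% at 20 µM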
aDG glyco up = activators of alpha-DG glycosylation, primary screen, uHTS, Pro5-aDG cells, AlphaScreen | alpha-DG glycosylation AlphaScreen (IIH6); 0% Pro5, 100% B10-LARGE cell signal | activation, % at 10 µM | 0.22% of 360,000 active | AID 624168, 2012;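 active = activation of at least 8% versus controls, or a plate z-score of at least 8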;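 also: Pro5 are CHO cells carrying HIG-tagged alpha-DG that lacks glycosylation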
hiPSC survival = enhancers of single-cell hiPSC survival, primary screen, ATPlite luminescence. 100% = ROCK inhibitor wells, 0% = DMSO. survival enhancement, % at 20 µM. 0.044% of 360,000 active; in the data active = survival enhancement above about 18%;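 also: cells exposed to compounds for 16 hours before the ATP read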
KKLEB cytotox = cytotoxicity in KKLEB CF airway cells, primary screen, cytotoxicity control for CF NF-kB inhibitor project, cell-based, uHTS, fluorescence assay plates | KKLEB CF airway cells viability, ATPlite luminescence, overnight; stronger effect = lower value; cells stimulated with P. aeruginosa culture filtrate | activity change (cytotoxicity), % at 5 µM | 0.36% of 360,000 active | AID 602141, 2011;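 active = corrected activity change at or below -50% at 5 µM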
NR2E3 ag-1 = NR2E3 agonists in two-hybrid cells, primary screen, cell-based, luminescence, CHO-S, Gal4-NCOR/VP16-NR2E3. luciferase. inhibition of corepressor binding, % at 3.98 µM. 0.35% of 360,000 active. Photoreceptor-specific nuclear receptor (Homo sapiens), Q9Y5X4. AID 602229, 2012;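 active = inhibition above the mean of all tested compounds plus 3 SD, cut at about 70% in these data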;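 also: 0% = DMSO with NR2E3 transfected cells and 100% = cells lacking NR2E3 construct; higher means lower luciferase signal from less NR2E3 corepressor binding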
Target sequence (Q9Y5X4 whole entry, looked up, the tested form may be a part): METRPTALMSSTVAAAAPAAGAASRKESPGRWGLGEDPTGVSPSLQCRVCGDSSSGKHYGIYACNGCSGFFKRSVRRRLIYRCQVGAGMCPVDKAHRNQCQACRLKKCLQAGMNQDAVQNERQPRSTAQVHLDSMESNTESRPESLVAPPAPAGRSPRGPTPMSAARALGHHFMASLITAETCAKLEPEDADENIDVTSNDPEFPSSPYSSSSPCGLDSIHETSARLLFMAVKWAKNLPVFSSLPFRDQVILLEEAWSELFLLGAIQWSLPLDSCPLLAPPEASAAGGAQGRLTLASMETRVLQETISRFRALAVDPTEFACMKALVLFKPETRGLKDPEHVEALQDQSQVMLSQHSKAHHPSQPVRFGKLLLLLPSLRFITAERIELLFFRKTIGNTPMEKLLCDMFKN
NR2E3 ag-2 = inhibitors of NR2E3-RetCOR corepressor binding, primary screen, NR2E3 agonist project, biochemical, TR-FRET, GST-NR2E3, biotin-RetCOR; Photoreceptor-specific nuclear receptor (Homo sapiens), Q9Y5X4; 1536-well; inhibition of corepressor binding, % at 4.78 µM; 0.12% of 320,000 active; AID 2300, 2010;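 active = percent inhibition above the cutoff of mean plus 3 SD of all tested compounds, set per screening campaign, cut at about 20% in these data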;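 also: 0% = DMSO wells and 100% = biotin wells as full block of FRET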
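System: GST-tagged NR2E3 plus biotinylated RetCOR corepressor; Buffer or medium: pH 7.5 Tris-based buffer; Probe or stimulus: RetCOR corepressor, biotinylated, 7 nM; Doses: compound at 4.8 µM, single dose; Schedule: 5 h incubation at 4 °C; Technique: time-resolved FRET; Evaluation: percent inhibition of TR-FRET ratio; Replication: one well per compound, singlicate testing.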
HIF-2a inh = HIF-2a reporter inhibitors, primary screen, luminescence, 786-0 RCC cells | 786-0 RCC cells HIF-2a reporter, luciferase luminescence, overnight | inhibition, % at 18.8 µM | 0.72% of 360,000 active;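 active = inhibition of the luminescence signal of 40% or more relative to plate controls, in a single-dose primary screen at 18.75 µM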
TWEAK-Fn14 inh = inhibitors of TWEAK-Fn14 signaling, primary screen, luciferase reporter cells, uHTS; 2% of 360,000 active; AID 1159606, 2016; TWEAK-stimulated Fn14 reporter cells, luciferase luminescence, 8 h; inhibition, % at 10 µM; in the data active = inhibition above about 50%
CF NFkB block = inhibitors of PAF-induced NF-kB signaling, primary screen, cell-based, GFP fluorescence, uHTS. KKLEB NF-kB-GFP reporter, GFP fluorescence overnight. inhibition, % at 5 µM. 0.86% of 360,000 active;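 active = at least 50% inhibition at 5 µM, scaled per plate between neutral and stimulator controls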;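 also: PAF is a Pseudomonas aeruginosa culture filtrate used as stimulus; plate controls were PAF-stimulated DMSO wells for no effect and unstimulated DMSO wells for full effect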
Shn3 inh set2 = reduction of Shn3 3'UTR firefly luciferase signal, primary screen, Schnurri-3 inhibitor project, cell-based, Clone20 osteoblasts, set 2; Clone20 osteoblast Shn3 3'UTR firefly luciferase, 24 h; inhibition, % at 12.5 µM; 0.52% of 360,000 active;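 active = mean inhibition of at least 75% with every replicate also reaching 75%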;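 also: 0% = median of neutral control wells and 100% = pilot-screen positive control compound; some compounds past the cut are filed as inactive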
TRPM1 prom inh = inhibitors of MITF-dependent TRPM1 promoter reporter, primary screen, cell-based, SK-MEL-5, single point, luciferase; SK-MEL-5 TRPM1 promoter luciferase, 24 h; inhibition, % at 12.5 µM; 0.83% of 330,000 active; AID 488899, 2010;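 active = mean inhibition across replicates of 60% or more, whatever share of single replicates reaches that level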; also: values of inactives mirror those of a sister screen read the other way
* = called active by the depositor; / = not tested or not shown. Compounds were not picked by outcome; 4.4% or so of the library scored in one or more.

SMILES | Peg3 promoter | aDG glyco up | hiPSC survival | KKLEB cytotox | NR2E3 ag-1 | NR2E3 ag-2 | HIF-2a inh | TWEAK-Fn14 inh | CF NFkB block | Shn3 inh set2 | TRPM1 prom inh
Cc1ccc(C(=O)OC2OC(=O)C(Cl)=C2N2CCOCC2)cc1 (stereo not drawn) | 10 | 0.0 | -1.8 | 6 | 21 | -1 | -14 | 58* | -5 | 5 | 1
O=C1C2C3c4ccccc4C(c4ccccc43)C2C(=O)N1c1ccncc1 (stereo not drawn) | 10 | 0.0 | -1.3 | -18 | -19 | / | 5 | 9 | -4 | 12 | 0
Cc1ccc(C)c(OCC(=O)Nc2cc(NC(=O)COc3cc(C)ccc3C)cc(C(=O)O)c2)c1 | 7 | -0.1 | -0.2 | -1 | -20 | -1 | -2 | -48 | 7 | 15 | -2
CC(=O)Nc1ccc(S(=O)(=O)NCc2cccnc2)cc1 | 4 | -0.3 | 0.3 | -2 | 1 | 0 | 2 | 2 | -3 | 8 | -4
COCC(=O)Nc1ccc(Br)cc1 | -10 | 0.1 | 4.1 | -2 | -22 | 0 | -4 | -22 | 4 | 3 | -8
CCCCCCCOC1(c2ccccc2)OC(=O)c2ccccc21 (stereo not drawn) | 24 | 0.1 | 2.4 | -7 | 21 | 2 | 16 | 11 | 8 | 1 | -8
O=C(CSc1nc2ccccc2s1)N/N=C/c1ccccc1C(=O)O | -150 | 0.0 | -0.6 | -3 | 6 | 4 | -68 | 89* | -23 | -15 | -13
COc1ccc(C(C)(O)c2nc(-c3cccc(NC(C)=O)c3)cs2)cc1 (stereo not drawn) | 3 | -0.3 | -2.1 | -3 | -33 | / | 4 | -7 | 10 | -1 | /
CC(=O)Nc1cccc(NC(=O)c2c(-c3c(Cl)cccc3Cl)noc2C)c1 | 20 | -0.1 | -1.7 | 3 | -1 | -1 | 10 | 1 | -12 | -8 | 7
O=C(O)CC(c1cccc2ccccc12)N1Cc2ccccc2C1=O (stereo not drawn) | 2 | -0.2 | 3.6 | -8 | -8 | 2 | 13 | -8 | -14 | -9 | 6
Cc1ccc(C(=O)OCC(=O)NCc2ccc(Cl)cc2)s1 | 4 | 0.4 | -3.8 | 5 | -22 | / | 7 | 23 | 10 | -13 | /
Cn1cnnc1SCC(=O)N1CCc2ccccc21 | 12 | -0.1 | 0.9 | 0 | -8 | -1 | 8 | 10 | -10 | 5 | -3
CC(=O)c1ccc(OC(C)C)c(CN2CCCCC2)c1 | -82 | 0.3 | -0.5 | -20 | -40 | -3 | -2 | 3 | 3 | -38 | 7
O=C(Nc1ccccc1N1CCCC1)c1cccc(Cl)c1Cl | 6 | -0.2 | -2.5 | -1 | 9 | 0 | 21 | 18 | 8 | 0 | 15
O=C(COC(=O)C1CCN(S(=O)(=O)c2cccs2)CC1)NCc1ccccc1 | -4 | -0.2 | 1.0 | 5 | -6 | -2 | 15 | -1 | -7 | -4 | 9
COc1ccc(NC(=O)c2ccc3c(c2)NC(=O)CO3)cc1OC | -14 | -0.1 | -0.3 | 0 | -40 | 1 | -9 | 5 | -19 | -18 | -2
Cc1ccc(C(=O)c2cc([N+](=O)[O-])ccc2N2CCCCC2)cc1 | 11 | -0.2 | 1.6 | -37 | 11 | 0 | 29 | 23 | 45 | 6 | 30
CN1CCN(C(=O)C(Cc2ccccc2)NS(=O)(=O)c2ccc3c(c2)CCC(=O)N3)CC1 (stereo not drawn) | -6 | -0.1 | -2.1 | 1 | -4 | 3 | -5 | 14 | -27 | -10 | 2
Cc1c(OCC(=O)N2CCC(C(N)=O)CC2)ccc2c3c(c(=O)oc12)CCC3 | -346 | -0.2 | -0.2 | -3 | 0 | 0 | 2 | -23 | 19 | -9 | 15
Cn1c(CNC(=O)CCNC(=O)c2ccc(Br)cc2)cc(=O)n(C)c1=O | 2 | -0.1 | -0.5 | 6 | 13 | 1 | 9 | 23 | -25 | -18 | 8
CCOc1cc(NS(=O)(=O)c2ccc(NC(C)=O)cc2)c(OCC)cc1NC(=O)c1cccs1 | 11 | -0.3 | 2.8 | 0 | 10 | 3 | 7 | 11 | -2 | -15 | 15
COc1cc(OC)cc(-c2c(-c3cccs3)c3cc(Br)ccc3n2C)c1 | 13 | 0.1 | 0.7 | -11 | -4 | 0 | 17 | -24 | -86 | -3 | 12
O=C(NC(=S)Nc1ccc(Cl)c(C(=O)O)c1)c1ccco1 | 15 | 0.1 | 0.2 | 26 | -16 | 0 | 17 | -8 | 2 | 20 | 9
Cc1cc(C)cc(Oc2nc3ccccn3c(=O)c2/C=C(\C#N)C(=O)NC2CCS(=O)(=O)C2)c1 (stereo not drawn) | 15 | -0.1 | -0.4 | -3 | -74 | 5 | 2 | -5 | 12 | 1 | -6
CCS(=O)(=O)N1CCC(NC(C)=O)(c2ccccc2)CC1 | 2 | -0.1 | 0.7 | -3 | -3 | -1 | 17 | -16 | 8 | -19 | 2
Cc1ccc(C(CNS(=O)(=O)c2cc(F)ccc2F)N2CCN(C)CC2)cc1 (stereo not drawn) | -12 | -0.2 | 0.1 | -15 | 13 | / | 11 | 1 | 7 | 7 | -6
Cc1cc(C)n(CCNC(=O)C2CCC(=O)N(CCc3cccc(F)c3)C2)n1 (stereo not drawn) | 9 | 1.1 | -0.3 | 10 | -21 | 1 | 15 | 4 | -28 | -1 | -2
Cc1cccc(NC(=S)NC(=O)C2CC2)c1 | -150 | -0.3 | -0.2 | -3 | -27 | -1 | -188 | 0 | 0 | -30 | -3
N#C/C(=C\c1ccccc1OCc1ccc(C(=O)O)cc1)c1ccccc1 | -4 | -0.5 | -0.4 | 1 | -20 | 1 | -30 | -12 | -7 | -15 | 7
COc1ccc(/C=N/n2c(-c3n[nH]c4c3CCC4)n[nH]c2=S)cc1OC | 8 | 0.1 | -0.9 | 0 | -21 | 0 | 18 | 0 | 12 | -8 | 10
COc1ccc(Cc2nc3ccccc3[nH]2)cc1OC | 9 | 0.4 | -2.0 | 15 | -6 | -3 | 16 | 14 | 0 | -3 | 20
O=S(=O)(c1ccc(Cl)cc1)N1CCN(C2CCCCCC2)CC1 | 17 | -0.1 | -3.2 | 3 | -1 | -2 | 27 | -1 | 5 | 9 | 21
COc1ccc(Cl)cc1NC(=O)CN(C)C1CCS(=O)(=O)C1 (stereo not drawn) | -5 | 0.3 | -0.3 | -11 | 2 | 3 | 8 | 0 | 10 | -7 | 3
O=C(OC1CCOC1=O)c1ccc2ccccc2n1 (stereo not drawn) | 11 | 0.3 | 0.6 | -1 | -30 | 3 | 5 | -11 | -4 | 9 | 13
CC12CCC(C(=O)N(CCCCN3CCN(Cc4ccccc4)CC3)C1=O)C2(C)C (stereo not drawn) | -26 | -0.1 | -0.1 | -4 | -9 | 2 | 6 | 1 | 1 | 13 | /
O=S(=O)(NCCN1CCOCC1)c1ccc2c(c1)OCCO2 | -2 | 0.2 | -0.9 | -5 | 16 | 3 | 2 | 16 | -8 | 1 | 0
COC(C/C=C\[C@@H](O)[C@H](C)OCc1ccccc1)OC | -5 | -0.3 | 6.4 | -18 | -4 | -2 | 3 | 0 | 7 | -18 | -14
CC(=O)Nc1ccc(N2CCN(c3ccc(F)cc3)CC2)cc1 | -15 | -0.1 | 1.2 | 0 | -29 | -1 | 2 | 11 | -18 | -7 | -5
CC1C(=O)N2CCCc3cc(S(=O)(=O)N4CCC(C(N)=O)CC4)cc1c32 (stereo not drawn) | 3 | 0.0 | 0.1 | 22 | 9 | 4 | 3 | 9 | -31 | 11 | -2
COc1cccc(OC(=O)CSc2nnc(-c3ccccc3Br)o2)c1 | 7 | 0.5 | -2.8 | 3 | -8 | 0 | 9 | 2 | 4 | 67 | 6
Cc1cc(Cl)ccc1C(=O)C1CCCN(C(=O)c2cccnc2C)C1 (stereo not drawn) | -6 | 0.1 | 1.5 | -10 | -1 | -1 | 11 | -19 | 29 | -1 | -3
CNC(=O)C1Cc2c(-c3ccc(Cl)cc3)ccnc2O1 (stereo not drawn) | 8 | -0.3 | 1.5 | 10 | -4 | / | 7 | -3 | -12 | 12 | /
Cc1ccc(S(=O)(=O)Nc2ccc(NC(=O)Nc3ccc(F)cc3F)cc2)cc1 | 16 | 0.2 | 0.7 | 10 | 12 | 3 | 10 | -6 | -29 | 5 | 7
COc1ccc(C(C(=O)NC2CCCCC2)N(C(=O)c2sc(C)nc2C)c2ccc(OC)cc2)cc1 (stereo not drawn) | 2 | 0.2 | 0.0 | 0 | -17 | -1 | 3 | 3 | 2 | -1 | 10
Cc1nonc1NC(=O)N1CCCC1 | 5 | 0.3 | 1.2 | 8 | -29 | 2 | 18 | -12 | 1 | -6 | -2
O=C(NCc1cccnc1)C1Cc2c(-c3ccc(Cl)cc3)ccnc2O1 (stereo not drawn) | 18 | 0.1 | -0.3 | -5 | -20 | / | 24 | 23 | 6 | 0 | /
O=C(CS(=O)(=O)Cc1ccccc1)Nc1ccc(S(=O)(=O)N2CCCCCC2)cc1 | 10 | -0.1 | -0.5 | 1 | -24 | 3 | 14 | 10 | -4 | 23 | 11
Cc1ccc(CN2CCC(N3CC(C)OC(C)C3)CC2)cc1 (stereo not drawn) | 2 | 0.2 | -0.6 | 3 | 7 | / | 13 | 2 | -9 | -10 | 3

Four structures already listed, sorted by length of the SMILES, largest number first.
SMILES | Peg3 promoter | aDG glyco up | hiPSC survival | KKLEB cytotox | NR2E3 ag-1 | NR2E3 ag-2 | HIF-2a inh | TWEAK-Fn14 inh | CF NFkB block | Shn3 inh set2 | TRPM1 prom inh
COC(C/C=C\[C@@H](O)[C@H](C)OCc1ccccc1)OC | -5 | -0.3 | 6.4 | -18 | -4 | -2 | 3 | 0 | 7 | -18 | -14
CC(=O)Nc1ccc(N2CCN(c3ccc(F)cc3)CC2)cc1 | -15 | -0.1 | 1.2 | 0 | -29 | -1 | 2 | 11 | -18 | -7 | -5
Cc1ccc(CN2CCC(N3CC(C)OC(C)C3)CC2)cc1 (stereo not drawn) | 2 | 0.2 | -0.6 | 3 | 7 | / | 13 | 2 | -9 | -10 | 3
Cc1nonc1NC(=O)N1CCCC1 | 5 | 0.3 | 1.2 | 8 | -29 | 2 | 18 | -12 | 1 | -6 | -2
